Compound activity: PubChem, several laboratories
PLK1 kinase inh: human PLK1 kinase inhibitors, primary screen, biochemical, TR-FRET; Serine/threonine-protein kinase PLK1 (Homo sapiens), P53350; recombinant PLK1 kinase, TR-FRET peptide phosphorylation; inhibition, % at 10 µM; hit rate 0.53% among 97,000;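 active = inhibition of 50% or more in the single-concentration screen; inactive = inhibition below 50%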;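 also: 0% = DMSO max control and 100% = H-89 dihydrochloride min control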
CYP2C9 inh: blockers of cytochrome P450 2C9 activity – biochemical, luminescence, ADME assay, primary screen. inhibition, % at 5 µM. P11712. hit rate 20% among 96,000. CYP2C9 Supersomes, luciferin-H conversion;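 active = blocking of liver enzyme CYP2C9 beyond about 50% at 5 µM, limit read from the data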; also: values of inactives mirror those of a sister screen read the other way
PTPN22 act: LYP phosphatase activators, primary screen, biochemical, DiFMUP fluorescence, 2 µM; Tyrosine-protein phosphatase non-receptor type 22 (Homo sapiens), Q9Y2R2; hit rate 0.11% among 96,000; activation, % at 2 µM; recombinant LYP; 0 = plate median, 100 = signal doubled;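 active = activation at 2 µM above a set limit, the mean plus 5 SD, cut at about 37% in these data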
Candida biofilm: clotrimazole potentiators killing Candida biofilms, primary screen, with clotrimazole, Alamar Blue; C. albicans biofilm + clotrimazole; inhibition, % at 6 µM; hit rate 0.14% among 85,000; AID 834, 2007;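 active = inhibition above 20%; inactive = inhibition below 20%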;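 also: preformed 24 hr biofilms exposed to compound for 48 hr; 0% = biofilm without compound and 100% = blank killed by clotrimazole plus chlorhexidine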
CYP2C9 activ: human CYP2C9 activators, primary screen, biochemical, luminescence | activation factor at 5 µM | recombinant CYP2C9, luciferin-H conversion; stronger effect = higher value; factor 1 = untreated enzyme, 0 = blocked | Cytochrome P450 2C9 (Homo sapiens), P11712 | hit rate 1.4% among 96,000;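 active = activation factor of 2 or more for CYP2C9 at a 5 µM dose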;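 also: 0 = sulfaphenazole-blocked wells and 1 = vehicle-only wells; values of inactives mirror those of a sister screen read the other way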
EphB4 antag: EphB4-ephrin-B2 interaction antagonists, primary screen, biochemical, TNYL-RAW peptide probe, fluorescence polarization; Ephrin type-B receptor 4 (Homo sapiens), P54760; EphB4 LBD / TNYL-RAW-Alexa532 peptide; inhibition, % at 7 µM; hit rate 0.15% among 97,000;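 active = inhibition above the screen-wide mean inhibition plus 3 SD, cut at about 15% in these data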;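 also: 0% = DMSO wells and 100% = excess unlabeled TNYL-RAW peptide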
Target sequence (P54760 whole entry, looked up, the tested form may be a part): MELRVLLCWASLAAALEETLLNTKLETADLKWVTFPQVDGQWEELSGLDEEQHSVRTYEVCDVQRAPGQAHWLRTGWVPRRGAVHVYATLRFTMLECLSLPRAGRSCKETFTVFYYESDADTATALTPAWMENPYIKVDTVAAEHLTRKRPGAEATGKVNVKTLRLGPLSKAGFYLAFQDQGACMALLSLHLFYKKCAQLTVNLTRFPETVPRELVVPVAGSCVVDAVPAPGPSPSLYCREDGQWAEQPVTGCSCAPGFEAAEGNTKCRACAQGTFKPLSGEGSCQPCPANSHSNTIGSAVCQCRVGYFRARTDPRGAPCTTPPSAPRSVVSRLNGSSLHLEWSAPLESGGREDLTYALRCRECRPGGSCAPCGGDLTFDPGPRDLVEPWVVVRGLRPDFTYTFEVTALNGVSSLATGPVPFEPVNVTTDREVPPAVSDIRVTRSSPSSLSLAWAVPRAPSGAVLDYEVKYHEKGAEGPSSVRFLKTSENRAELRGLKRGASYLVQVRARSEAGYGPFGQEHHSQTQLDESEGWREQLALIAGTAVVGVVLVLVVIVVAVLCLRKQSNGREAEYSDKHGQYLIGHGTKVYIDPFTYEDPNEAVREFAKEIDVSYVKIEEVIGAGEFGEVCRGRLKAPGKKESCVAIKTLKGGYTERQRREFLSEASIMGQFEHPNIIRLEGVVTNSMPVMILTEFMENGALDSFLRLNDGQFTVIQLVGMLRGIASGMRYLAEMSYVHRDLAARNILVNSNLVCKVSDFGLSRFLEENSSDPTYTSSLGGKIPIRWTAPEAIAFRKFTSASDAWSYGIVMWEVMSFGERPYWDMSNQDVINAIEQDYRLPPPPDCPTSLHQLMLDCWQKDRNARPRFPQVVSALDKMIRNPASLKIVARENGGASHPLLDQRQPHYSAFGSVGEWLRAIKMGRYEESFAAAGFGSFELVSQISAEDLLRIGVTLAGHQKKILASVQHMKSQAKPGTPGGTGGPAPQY
LYP inh 2: PTPN22 phosphatase inhibitors, primary screen, biochemical, DiFMUP fluorescence, 2 µM | recombinant LYP catalytic domain | inhibition, % at 2 µM | hit rate 0.21% among 96,000;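 active = inhibition at 2 µM at or above a set limit, the screen mean plus 3 SD, cut at about 24% in these data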;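 also: 0% = DMSO with enzyme and 100% = enzyme fully blocked by orthovanadate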
Rev-RRE block: HIV-1 Rev-RRE binding inhibitors, primary screen, biochemical, FRET, protein-RNA interaction | Rev peptide-RRE RNA binding | inhibition, % at 8 µM | hit rate 0.79% among 97,000;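 active = inhibition above the screen-wide mean plus 3 SD, cut at about 35% in these data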;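 also: 0% = median DMSO wells and 100% = median Neomycin B control wells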
Target sequence (P05866 whole entry, looked up): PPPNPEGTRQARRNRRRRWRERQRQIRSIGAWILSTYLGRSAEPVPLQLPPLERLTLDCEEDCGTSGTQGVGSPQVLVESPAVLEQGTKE
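Test system – labelled RRE RNA duplex and labelled Rev peptide · Reagent – labelled Rev peptide · Doses – one concentration, 8 µM nominal · Incubation – 5 + 15 min at 25 °C · Signal – FRET fluorescence readout · Read-out basis – % inhibition of FRET ratio versus controls · Control set – DMSO wells as 0% and neomycin B wells as 100% inhibition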
Plk1 PBD FP: Plk1 polo box domain binding inhibitors, primary screen, biochemical, fluorescence polarization; Serine/threonine-protein kinase PLK1 (Homo sapiens), P53350; Plk1 PBD phosphopeptide binding; inhibition, %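 (tested at about 20 µM)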; hit rate 0.13% among 97,000; in the data active = inhibition above about 34%, passing the limit was not always enough
An asterisk follows results filed as active; . = no result given.

Screens in order – PLK1 kinase inh	CYP2C9 inh	PTPN22 act	Candida biofilm	CYP2C9 activ	EphB4 antag	LYP inh 2	Rev-RRE block	Plk1 PBD FP
> O=C(CCn1c(=O)oc2ccccc21)N1CCOCC1
 : -16.4	-10.3	0.3	9.0	1.1	-12.8	-3.7	6.0	33.0
> O=C(c1cccc(N2C(=O)C3CC=CCC3C2=O)c1)N1CCN(c2ccccc2)CC1 (stereo not drawn)
 : -1.2	.	-4.3	8.2	.	-13.3	1.7	-4.0	-22.9
> CCOc1ccc(OCC)c(NC(=O)C2CCN(S(=O)(=O)c3cccc4nonc34)CC2)c1
 : -0.7	10.6	1.5	1.6	0.9	4.8	0.2	10.1	-12.9
> Cn1c(CN2CCOCC2)nc2cc(NC(=O)c3ccc(Cl)cc3)ccc21
 : -19.4	10.4	-2.8	3.9	0.9	-5.9	1.8	3.5	50.9
> Cc1cc(=O)[nH]c(S/C=C/c2ccccc2)n1
 : -15.1	36.2	7.9	-0.5	0.6	-1.8	-11.3	5.2	-5.3
> Cc1cc(C)cc(-c2nnc(SCC(=O)c3ccc4c(c3)OCCO4)o2)c1
 : -23.2	.	-4.9	2.6	.	3.3	4.8	3.5	-2.5
> CCOC(=O)C1=NNC2C(=O)N(C3CCCCC3)C(=O)C12 (stereo not drawn)
 : -8.3	7.6	0.7	4.5	0.9	2.6	1.0	5.6	-11.6
> CCOC(=O)c1c(C)[nH]c(C(=O)OCC(=O)Nc2cc(C)c(Cl)cc2OC)c1C
 : -11.3	12.1	1.7	.	0.9	5.2	-4.3	6.4	35.1
> CCOC(=O)C1CCN(c2c(NCc3ccc(C(=O)NC(C)CC)cc3)c(=O)c2=O)CC1 (stereo not drawn)
 : -6.4	58.6*	-0.6	2.6	0.4	0.0	-0.8	1.4	-8.5
> CCN(CC)S(=O)(=O)c1ccc(Cl)c(C(=O)NC)c1
 : -16.4	-38.1	-10.9	11.0	1.4	-0.2	11.4	8.8	-16.0
> COc1ccc(C(=O)NCc2ccccn2)cc1
 : -12.1	.	9.7	4.9	.	-2.8	-7.5	4.2	2.2
> Nn1cnnc1N/N=C/c1cc([N+](=O)[O-])c(Cl)cc1Cl
 : 0.8	16.5	2.5	5.8	0.8	-2.8	-0.2	5.9	25.6
> Cc1cccc(OCc2nnc(N)s2)c1C
 : 20.5	-10.3	1.1	.	1.1	2.6	2.2	6.4	-17.1
> Cc1cc(N2CCN(c3ccccc3)CC2)nc(N)n1
 : -5.8	.	-2.2	4.8	.	2.6	3.7	-4.0	9.9
> Cc1ccc(OCCn2c(CCCO)nc3ccccc32)cc1
 : 4.5	28.5	-0.5	-3.3	0.7	1.8	4.1	14.3	16.2
> COc1ccc(OC)c(NC(=O)COC(=O)c2ccc(-n3cnnn3)cc2)c1
 : -8.5	21.4	0.5	6.9	0.8	-9.4	-2.3	2.3	-7.8
> Cc1ccc(S(=O)(=O)NCC(=O)N2CCC(C)CC2)cc1
 : -22.6	-3.1	-8.9	8.2	1	4.0	6.8	-0.8	9.8
> CCN(CC)S(=O)(=O)N1CCC(C(=O)NC(C)CCc2ccccc2)CC1 (stereo not drawn)
 : -9.9	8.1	-6.4	6.4	0.9	-5.3	4.1	4.9	0.8
> CC1=NN(C(=O)c2ccc(Cn3nc(C)c([N+](=O)[O-])c3C)cc2)C(O)(C(F)(F)F)C1 (stereo not drawn)
 : 6.2	37.9	23.6	.	0.6	-5.9	-23.8	2.5	1.7
> CCC(=O)N1CCc2cc(S(=O)(=O)CCC(=O)Nc3cccc(F)c3)ccc21
 : 4.8	8.7	-1.1	3.8	0.9	1.1	-1.2	3.4	-14.5
> CC(C)OCCCNC(=O)CN1C(=O)CC(C)(C)S(=O)(=O)c2ccccc21
 : -13.4	22.6	-7.7	-13.0	0.8	-7.0	4.9	2.8	9.2
> Cc1ccc(OCCNC(=O)Cn2cnc3c(=O)n(C)c(=O)n(C)c32)cc1C
 : -6.3	.	10.1	7.2	.	0.3	-14.8	-0.2	-7.6
> CCOc1ccccc1OCc1nn2c(COc3ccccc3)nnc2s1
 : -5.7	-19.7	7.5	8.7	1.2	-8.2	-9.8	8.6	-1.5
> O=C(c1ccc(CS(=O)(=O)Cc2ccc(Cl)cc2)o1)N1CCCC1
 : -9.6	40.4	-0.5	7.3	0.6	5.5	-2.6	1.8	16.0
> COC(=O)COc1ccc(-c2nn(C)c(=O)c3ccccc23)cc1
 : 2.6	43.6	0.2	3.4	0.6	7.6	-2.4	1.1	1.8
> CCn1c(CSc2nc3ccccc3s2)nnc1SCC(=O)c1ccc2c(c1)OCCO2
 : -10.7	.	-0.8	-0.8	.	-1.3	2.0	5.5	-20.8
> NC(=O)C1CCN(C(c2ccccc2Cl)c2nnnn2Cc2ccc3c(c2)OCO3)CC1 (stereo not drawn)
 : -11.1	68.1*	0.2	1.1	0.3	-2.1	-1.3	5.1	15.6
> O=C(NCCN1CCOCC1)[C@H](Cc1ccccc1)N1C(=O)c2ccccc2C1=O
 : -7.2	-32.6	-4.4	5.4	1.3	-4.8	6.6	2.2	-17.4
> CCOc1ccc(C(=O)c2nc3c(n2O)CCCCC3)cc1
 : -4.8	.	2.3	1.3	.	-0.2	-1.9	6.5	-7.5
> c1coc(CNc2nc3nonc3nc2NCc2ccco2)c1
 : 3.4	30.5	-11.4	10.8	0.7	1.2	14.9	10.2	-28.0

2 of the compounds above, with each value named:
Cc1ccc(OCCNC(=O)Cn2cnc3c(=O)n(C)c(=O)n(C)c32)cc1C
  PLK1 kinase inh: -6.3	CYP2C9 inh: .	PTPN22 act: 10.1	Candida biofilm: 7.2	CYP2C9 activ: .	EphB4 antag: 0.3	LYP inh 2: -14.8	Rev-RRE block: -0.2	Plk1 PBD FP: -7.6

CCn1c(CSc2nc3ccccc3s2)nnc1SCC(=O)c1ccc2c(c1)OCCO2
  PLK1 kinase inh: -10.7	CYP2C9 inh: .	PTPN22 act: -0.8	Candida biofilm: -0.8	CYP2C9 activ: .	EphB4 antag: -1.3	LYP inh 2: 2.0	Rev-RRE block: 5.5	Plk1 PBD FP: -20.8

Remaining list, next part
Screens in order – PLK1 kinase inh	CYP2C9 inh	PTPN22 act	Candida biofilm	CYP2C9 activ	EphB4 antag	LYP inh 2	Rev-RRE block	Plk1 PBD FP
> Cc1nn(-c2ccccc2)c(Cl)c1/C=C(\CC(=O)O)c1nc2ccccc2s1
 : -9.6	74.3*	-2.8	.	0.3	1.1	1.4	7.2	-8.4
> O=C(Cn1c(NCCCO)nc2ccccc21)c1ccco1
 : -3.8	5.1	-0.5	5.1	0.9	3.4	-0.6	9.5	-4.6
> Cc1ccc(/C(=N\O)c2oc3c(C)c4oc(=O)cc(C)c4cc3c2C)cc1
 : 36.4	.	9.8	.	.	-3.6	-10.4	13.7	11.3
> CCOC(=O)CNC(=O)CSc1nc2cccnc2n1CC
 : 0.8	.	-4.9	11.2	.	3.4	2.0	-0.1	7.2
> Cc1ccc(-c2nc3ncccc3o2)cc1NC(=O)COc1ccccc1
 : -16.0	9.7	-12.2	-5.2	0.9	2.4	12.7	12.8	-32.7
> Cc1cccc(-c2cc3c(nn2)-c2ccccc2C3=O)c1
 : -0.3	8.7	5.2	5.6	0.9	5.0	-5.9	9.5	-6.2
> Cc1nc2ncnn2c(C)c1CCC(=O)O
 : -6.9	10.8	-2.3	-0.2	0.9	10.2	1.9	9.4	0.9
> c1ccc2c(c1)NC(CN1CCOCC1)CO2 (stereo not drawn)
 : -8.2	-8.9	0.0	4.2	1.1	3.9	0.6	6.7	-11.0
> COCCn1c(SCC(=O)N2CCCc3ccccc32)nnc1-c1ccoc1C
 : -11.1	.	-3.1	6.2	.	1.1	1.8	1.8	-11.6
> NCCc1nnc(SCc2ccccc2)o1
 : -9.6	65.7*	-6.8	3.5	0.3	-4.3	5.0	5.9	-11.2
> O=C(NC1CCCCCCC1)C1c2ccccc2C(=O)N1Cc1ccco1 (stereo not drawn)
 : -6.7	14.5	8.1	8.0	0.9	1.2	-6.0	0.5	8.3
> COc1cc(Cl)cc(NC(=O)CCN2CCN(C)CC2)c1
 : -4.3	-12.8	-3.5	3.5	1.1	4.7	1.8	8.9	0.0
> Cc1cc(OCC(=O)c2ccc(Br)cc2)ccc1N1C(=O)CCC1=O
 : 2.0	34.0	5.7	9.1	0.7	3.4	-8.5	2.1	9.3
> CCOCCOC(=O)C(C)Sc1n[nH]c(=O)[nH]c1=O (stereo not drawn)
 : 2.9	-12.3	1.8	1.0	1.1	-6.8	-4.5	5.5	9.7
> COc1ccc(C2CC(C(F)(F)F)n3nc(C(=O)NCc4cn(C)nc4C)c(Cl)c3N2)cc1 (stereo not drawn)
 : -3.4	-4.9	6.6	4.7	1	-6.6	-7.7	0.3	-4.4
> Cc1cc2c(=O)n(Cc3ccco3)c(SCC(=O)NCc3ccco3)nc2s1
 : -3.4	16.8	-10.6	5.7	0.8	-5.2	8.0	0.8	27.2
> COc1ccc(SCC(=O)c2cc(C)c(OC(=S)N(C)C)c(C)c2)cc1
 : -3.5	44.9	4.2	5.4	0.6	2.5	-1.9	16.8	11.5
> COc1ccc(C(=O)N2CCN=C2c2ccccc2)cc1OC
 : -19.1	-0.2	-1.5	7.0	1	0.3	0.5	5.5	-21.6
> CCCCCNC(=O)c1ccc2c(=O)n(CCOC)c(=O)[nH]c2c1
 : -6.1	39.4	2.7	.	0.6	4.2	-3.7	-0.9	-12.0
> Cc1cc(SCCC(=O)O)nc2c(C)cccc12
 : -7.2	17.1	-20.9	-3.6	0.8	1.9	17.8	9.2	-24.1
> CCCCCc1c(C)nc(N2CCOCC2)[nH]c1=O
 : 3.8	6.6	7.7	7.0	0.9	-1.4	-6.4	-2.6	1.0
> CCOc1ccc(NS(=O)(=O)c2ccc(N)cc2)cc1
 : -9.3	69.8*	-1.1	0.8	0.3	8.0	2.0	10.0	31.1
> CC1(C)CC(=O)C=C(NCCN2CCN(C(=O)Nc3ccccc3)CC2)C1
 : -12.1	-9.0	-3.3	6.2	1.1	0.1	1.6	1.1	-34.3
> O=C(NC(Cc1ccccc1)C(=O)NCc1ccccn1)c1ccco1 (stereo not drawn)
 : -5.8	6.8	11.2	0.6	0.9	-1.7	-12.1	4.0	-25.2
> COc1ccc(C2=NO[C@@H]3C(=O)N(c4ccc(C)cc4C)C(=O)[C@H]23)cc1OC
 : 1.9	0.0	-2.7	3.3	1	11.1	1.8	4.9	-33.5
> O=S1(=O)N=C(N2CCCc3ccccc32)c2ccccc21
 : -13.3	7.1	-3.1	.	0.9	-3.4	1.2	4.1	-27.0
> O=C(Nc1ccccc1C(F)(F)F)c1cc(-c2cccc(O)c2)on1
 : 9.9	-56.9	3.8	.	1.6	-9.1	-7.1	5.6	21.7
> COc1ccc(N2C(=O)CC(N3CCC(O)(c4cccc(C(F)(F)F)c4)CC3)C2=O)cc1 (stereo not drawn)
 : -11.8	-13.1	-12.6	.	1.1	1.5	11.2	0.6	-7.2
> COc1cc(/C=N/NC(=O)c2cnn3c(C)cc(-c4ccccc4)nc23)ccc1O
 : -9.0	34.1	-9.5	.	0.7	-4.0	13.8	-3.4	5.4
> Cc1sc2nc(C(C)(C)C)oc(=O)c2c1C
 : 0.5	18.7	1.5	1.9	0.8	4.8	1.9	-3.8	-4.8
